# PrPC surface inh: inhibitors of human cell surface prion protein PrPC, primary screen, cell-based, TR-FRET; Major prion protein (Homo sapiens), P04156; TR-FRET read-out; inhibition, % at 13.8 µM; hit rate 0.43% among 370,000; AID 720596, 2013; in the data active means inhibition above about 24%; further: 0% = median of the test wells and 100% = reference compound wells
# MazEF act: activators of E. coli MazEF toxin-antitoxin RNase, primary screen, biochemical, fluorescence, uHTS. Endoribonuclease toxin MazF (Escherichia coli (strain K12)), P0AE70. FAM/BHQ RNA-DNA oligo cleavage fluorescence, 5 h. activation, % at 20 µM. hit rate 0.32% among 350,000; in the data active means activation above about 50%
# Target sequence (P0AE70 whole entry, looked up): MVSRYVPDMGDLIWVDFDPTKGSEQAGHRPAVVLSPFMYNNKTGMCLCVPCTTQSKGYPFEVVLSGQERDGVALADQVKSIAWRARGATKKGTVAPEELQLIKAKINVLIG
# BoNT F protease: BoNT/F light chain protease inhibitors, primary screen, biochemical, flow cytometry, MLPCN library. inhibition, % at 10 µM. hit rate 0.22% among 360,000. Multiplex microsphere protease cleavage assay. Botulinum neurotoxin type F light chain protease (Clostridium botulinum); in the data active means inhibition above about 35%, passing the limit was not always enough; inconclusive means no clear call, values can overlap the other calls; further: plate controls were buffer without enzyme for full effect and enzyme alone for no effect
# FadD28 FP inh: inhibitors of FadD28 bisubstrate probe binding, primary screen, biochemical, fluorescence polarization, single point | inhibition, % at 12.5 µM | hit rate 0.22% among 360,000 | Mycobacterium tuberculosis FadD28 fatty-acid-AMP ligase; in the data active means inhibition above about 8.5%, passing the limit was not always enough; inconclusive means no clear call, values can overlap the other calls
# UGM FP inh: M. tuberculosis UGM enzyme inhibitors, primary screen, biochemical, fluorescence polarization, single point; hit rate 0.06% among 320,000; UDP-galactopyranose mutase (Mycobacterium tuberculosis (strain ATCC 25618 / H37Rv)), …; purified UGM, fluorescence polarization probe displacement; inhibition, % at 10 µM; in the data active means inhibition above about 10%, passing the limit was not always enough; inconclusive means no clear call, values can overlap the other calls
# Target sequence (P9WIQ1 whole entry, looked up): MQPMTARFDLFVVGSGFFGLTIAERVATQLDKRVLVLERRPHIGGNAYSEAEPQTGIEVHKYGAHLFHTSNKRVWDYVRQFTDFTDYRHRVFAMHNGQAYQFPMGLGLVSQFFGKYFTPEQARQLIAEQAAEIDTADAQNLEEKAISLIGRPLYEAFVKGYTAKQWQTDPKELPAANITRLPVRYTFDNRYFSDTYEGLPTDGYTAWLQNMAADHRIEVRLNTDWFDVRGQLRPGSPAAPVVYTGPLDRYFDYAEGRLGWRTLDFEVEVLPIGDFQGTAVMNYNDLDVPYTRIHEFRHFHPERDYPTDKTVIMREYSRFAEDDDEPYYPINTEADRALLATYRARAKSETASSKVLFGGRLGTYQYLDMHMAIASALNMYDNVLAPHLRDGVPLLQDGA
# Mtb BioA inh: M. tuberculosis BioA enzyme inhibitors, primary screen, biochemical, plate reader, single point, HTS | purified M. tuberculosis BioA enzyme | hit rate 0.096% among 360,000 | inhibition, % at 9.99 µM; in the data active means inhibition above about 40%; inconclusive means no clear call, values can overlap the other calls
# Rv3671c inh: Rv3671c serine protease inhibitors, primary screen, biochemical, fluorescence polarization, M. tuberculosis H37Rv; P9WHR9; inhibition, % at 5.96 µM; hit rate 0.048% among 320,000; in the data active means inhibition above about 38%;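 further: extracellular domain of Rv3671c used as enzyme; 0% = enzyme with DMSO and 100% = no enzyme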
# GDH-TPI counter: GDH-TPI coupling enzyme inhibitors, primary screen, artefact control for M. tuberculosis FBA inhibitor project, biochemical, absorbance, full deck | inhibition, % at 4.8 µM | GDH-TPI coupled enzyme counterscreen, NADH absorbance | hit rate 1.2% among 360,000; in the data active means inhibition above about 30%;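 further: 0% = DMSO wells and 100% = wells lacking the enzyme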
# Mtb FBA inh: Mtb FBA enzyme inhibitors, primary screen, biochemical, fluorescence, strain H37Rv; Fructose-bisphosphate aldolase (Mycobacterium tuberculosis (strain ATCC 25618 / H37Rv)), …; purified M. tuberculosis FBA, fluorescence read-out; inhibition, % at 1 µM; hit rate 2.3% among 360,000; AID 588726, 2011; in the data active means inhibition above about 27%;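 further: 0% = vehicle and 100% = reference inhibitor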
# Target sequence (P9WQA3 whole entry, looked up): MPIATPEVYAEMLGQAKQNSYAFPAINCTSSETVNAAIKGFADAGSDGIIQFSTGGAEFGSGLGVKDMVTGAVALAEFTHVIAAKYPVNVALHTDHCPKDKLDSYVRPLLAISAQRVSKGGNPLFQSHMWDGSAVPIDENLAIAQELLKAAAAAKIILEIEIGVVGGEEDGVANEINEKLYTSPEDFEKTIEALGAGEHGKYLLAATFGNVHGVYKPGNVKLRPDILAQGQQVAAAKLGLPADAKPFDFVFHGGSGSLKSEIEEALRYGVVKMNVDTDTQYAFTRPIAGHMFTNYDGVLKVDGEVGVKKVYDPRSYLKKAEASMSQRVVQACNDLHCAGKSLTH
# * = called active by the depositor; ? = inconclusive; . = no result given. No enrichment for hits; about 4.8% have a hit in one of these screens.
SMILES,PrPC surface inh,MazEF act,BoNT F protease,FadD28 FP inh,UGM FP inh,Mtb BioA inh,Rv3671c inh,GDH-TPI counter,Mtb FBA inh
COc1ccc(NC(=O)CN(C)CC(=O)Nc2cccc(C(C)=O)c2)cc1,-2,0,-2,-1.3,3.2,6.1,1,-3,0
COc1ccc(C(=O)Nc2cccc(S(=O)(=O)NC3=NCCCCC3)c2)cc1,-2,6,?,-0.1,0.1,-2.2,-7,9,3
CC(C)C[C@@H](CN1CCC[C@@H]1CN1C(=S)NC[C@@H]1Cc1ccc(O)cc1)N1C[C@H](Cc2ccc(O)cc2)N(CCc2ccccc2)C1=S,-12,.,-14,-2.1,.,-1.1,.,.,2
O=C(O)C1CCCCN1S(=O)(=O)c1cccc2nsnc12 (stereo unspecified),.,-7,11,-0.9,.,.,1,4,-4
O=C(C1=C(O)C(=O)N(CCCn2ccnc2)C1c1cccc(Br)c1)c1ccco1 (stereo unspecified),3,-2,12,0.7,3.1,0.8,-14,16,0
Brc1ccc(CSc2ncn[nH]2)cc1,-1,3,-7,0.1,2.4,0.7,0,2,2
COCc1cc(C)nc(OCC(=O)N/N=C/c2ccc(O)cc2)c1C#N,6,-7,-1,0.0,0.2,-3.9,4,19,1
C/C(=C\C(=O)c1ccccc1)NNC(=O)c1ccc(Cl)cc1,8,9,.,-2.1,0.6,-1.5,-3,20,-2
CCCn1nnc(NC(=O)c2ccc(Cl)cc2Cl)n1,0,1,14,0.4,1.0,0.2,-7,4,4
Cc1c(C(=O)N2CCN(Cc3ccccc3)CC2)oc2c1C(=O)CC(C)(C)C2,3,-4,-4,-0.6,-0.2,-6.7,-7,18,1
COc1ccc(OC)c(C2C(C(=O)c3ccco3)=C(O)C(=O)N2Cc2cccnc2)c1 (stereo unspecified),2,3,?,-0.4,-0.4,-0.2,-9,11,2
CC(=O)Cc1nsc(NC(=O)c2ccc(-c3ccccc3Cl)o2)n1,4,5,8,-9.3,0.6,-1.6,-18,33*,4
O=S1(=O)c2ccc(Br)cc2N2CCC[C@@H]2CN1Cc1ccccc1,4,5,-2,-1.0,.,0.1,.,16,3
CN(C(=O)c1cccc(NC(=O)Cc2ccc(NC(=O)C3CCCN(C(=O)CCc4ccccc4)C3)cc2)c1)C1CCCC1 (stereo unspecified),7,-26,-2,-4.1,.,-0.6,.,-2,-1
COc1ccc(NC(=O)Cc2nnc(SCC(=O)NC3CCCCC3C)n2C)cc1 (stereo unspecified),4,10,-12,0.6,0.8,.,-1,1,1

# Some of the entries so far, bar-delimited.
SMILES | PrPC surface inh | MazEF act | BoNT F protease | FadD28 FP inh | UGM FP inh | Mtb BioA inh | Rv3671c inh | GDH-TPI counter | Mtb FBA inh
COc1ccc(OC)c(C2C(C(=O)c3ccco3)=C(O)C(=O)N2Cc2cccnc2)c1 (stereo unspecified) | 2 | 3 | ? | -0.4 | -0.4 | -0.2 | -9 | 11 | 2
CC(=O)Cc1nsc(NC(=O)c2ccc(-c3ccccc3Cl)o2)n1 | 4 | 5 | 8 | -9.3 | 0.6 | -1.6 | -18 | 33* | 4
O=S1(=O)c2ccc(Br)cc2N2CCC[C@@H]2CN1Cc1ccccc1 | 4 | 5 | -2 | -1.0 | . | 0.1 | . | 16 | 3
CN(C(=O)c1cccc(NC(=O)Cc2ccc(NC(=O)C3CCCN(C(=O)CCc4ccccc4)C3)cc2)c1)C1CCCC1 (stereo unspecified) | 7 | -26 | -2 | -4.1 | . | -0.6 | . | -2 | -1
COc1ccc(NC(=O)Cc2nnc(SCC(=O)NC3CCCCC3C)n2C)cc1 (stereo unspecified) | 4 | 10 | -12 | 0.6 | 0.8 | . | -1 | 1 | 1

# The main list resumes with the 4 entries that preceded the break.
SMILES,PrPC surface inh,MazEF act,BoNT F protease,FadD28 FP inh,UGM FP inh,Mtb BioA inh,Rv3671c inh,GDH-TPI counter,Mtb FBA inh
CC(=O)Cc1nsc(NC(=O)c2ccc(-c3ccccc3Cl)o2)n1,4,5,8,-9.3,0.6,-1.6,-18,33*,4
O=S1(=O)c2ccc(Br)cc2N2CCC[C@@H]2CN1Cc1ccccc1,4,5,-2,-1.0,.,0.1,.,16,3
CN(C(=O)c1cccc(NC(=O)Cc2ccc(NC(=O)C3CCCN(C(=O)CCc4ccccc4)C3)cc2)c1)C1CCCC1 (stereo unspecified),7,-26,-2,-4.1,.,-0.6,.,-2,-1
COc1ccc(NC(=O)Cc2nnc(SCC(=O)NC3CCCCC3C)n2C)cc1 (stereo unspecified),4,10,-12,0.6,0.8,.,-1,1,1
O=C(c1ccc(NS(=O)(=O)c2ccc3[nH]c(=O)[nH]c3c2)cc1)N1CCCC(C(F)(F)F)C1 (stereo unspecified),-2,-6,0,-2.9,-1.2,.,4,-1,-1
Cc1nc(SCc2ccc(F)cc2)c([N+](=O)[O-])[nH]1,-1,1,1,1.8,0.7,8.4,0,6,-7
COc1ccc(NS(=O)(=O)c2cccc(C(=O)NCC(c3ccc(OC)cc3)N3CCCC3)c2)cc1 (stereo unspecified),-9,2,5,-2.2,4.4,.,11,1,-1
COc1ccc(C(=O)Nc2ccc(Cl)c(S(=O)(=O)N3CCOCC3)c2)cc1,17,8,-8,-1.6,7.0,.,-18,1,0
Cn1c(=O)c2nc(NCc3ccccc3)cnc2n(C)c1=O,-21,-8,13,-0.6,3.9,-2.0,5,10,12
Cc1sc(NC(=O)C2CCCCC2)c(C#N)c1-c1ccccc1,-2,-4,-1,-0.9,1.4,-0.8,-9,8,1
O=C1C=C(O)c2cccc(O)c2C1=O,-11,-2,2,2.8,-0.7,2.3,-50,9,-1
O=C1CN(C(=O)NCCC(=O)NC2CCCCC2)c2ccccc2N1,3,6,-1,0.8,1.1,-1.8,-8,16,5
Nc1nc(Cl)nc2c1ncn2C1OCC(O)C(O)C1O (stereo unspecified),3,6,11,-1.5,.,.,.,12,5
Cc1cc([N+](=O)[O-])nn1Cc1ccc(C(=O)N/N=C/c2ccccc2)cc1,-3,0,-3,-2.2,1.5,.,-2,7,0
Cc1cc(C)n(C(=O)CNC(=O)/C=C/c2ccccc2)n1,-6,12,5,-4.1,-0.1,0.5,8,-2,4
COc1cccc(CNC(=O)C2CCCN(S(=O)(=O)c3c(C)n[nH]c3C)C2)c1 (stereo unspecified),-1,4,0,-3.4,4.3,0.9,-7,-9,-13
O=C(c1ccccc1)C(C(=O)N1CCc2ccccc2C1)n1ccccc1=O (stereo unspecified),-11,-5,3,0.1,0.8,-1.0,3,5,0
CCOc1ccc(C(=O)NCC(=O)N2CCN(C/C=C/c3ccccc3)CC2)cc1OCC,-10,2,2,-2.6,-3.7,0.5,8,-8,-1
CCOc1nc(-c2ccc(C)cc2)ccc1-c1noc(COC)n1,-3,-18,3,-0.8,-0.4,.,-10,12,-4

# Some entries already given with just MazEF act:
SMILES	MazEF act
O=C1CN(C(=O)NCCC(=O)NC2CCCCC2)c2ccccc2N1	6
O=C(c1ccccc1)C(C(=O)N1CCc2ccccc2C1)n1ccccc1=O (stereo unspecified)	-5

# The listing continues:
SMILES,PrPC surface inh,MazEF act,BoNT F protease,FadD28 FP inh,UGM FP inh,Mtb BioA inh,Rv3671c inh,GDH-TPI counter,Mtb FBA inh
CCOC(=O)Cc1cc(-c2ccccc2)nc2ccc3ccccc3c12,-2,-1,-10,0.2,-1.2,0.3,-9,3,5
CCN(CC)c1ccc(S(=O)(=O)N2CCOCC2)cc1NC(=O)CSc1nncn1C,-6,2,-4,-1.9,0.8,0.7,-1,-2,0
COc1ccc(CCN(C)C(=O)c2c(C)nn(-c3ccccc3)c2C)cc1OC,-3,3,4,-1.2,-0.4,-0.4,5,-6,0
COc1ccc(NC(=O)CSCc2ccc(C)cc2)cc1,4,-1,3,-5.8,0.9,.,0,8,-6
COC(=O)C1=C(C)N(Cc2ccccc2)C(=NCc2cc(OC)c(OC)c(OC)c2)N[C@H]1CCc1ccccc1,2,19,-9,-3.2,-2.3,-0.8,5,0,-1
CCOC(=O)Cc1[nH]nc2c1C(c1ccsc1)C(C#N)=C(N)O2 (stereo unspecified),1,9,-2,0.8,0.3,.,4,1,1
O=C(N/N=C/C=C/c1ccc([N+](=O)[O-])cc1)c1cccs1,-9,29,5,-2.6,1.9,-3.4,-24,24,-2
COc1cccc(C(=O)Nc2ccc3nc4n(c(=O)c3c2)CCCC4)c1,-12,3,-36,-5.5,-0.1,0.1,-6,-2,-2
Cc1cc(OCC(=O)Nc2cccnc2)c2c(C)cc(=O)oc2c1,8,3,12,-2.8,-2.1,3.5,1,9,78*
C/C(=N\NC(=O)NC1CCCCC1)c1ccco1,5,0,-2,-1.3,1.6,.,-1,-1,0
CC(SC(C)C(=O)NN=Cc1cccc(F)c1)C(=O)NN=Cc1cccc(F)c1 (stereo unspecified),-3,-4,3,-4.2,.,-0.7,.,7,-3
Cc1ccc2c(c1)nnc1nnc(SCC(=O)O)n12,-61,-244,0,-2.2,-1.9,-2.5,7,-1,-5
Cc1occc1C(=O)Nc1cccc(/C=C/C(=O)O)c1,0,-4,-11,-6.0,1.2,-1.2,-1,-1,2
CC(C)(C)C(=O)NC(=S)Nc1ccc(S(=O)(=O)Nc2nccs2)cc1,-5,0,0,-0.9,-1.5,.,-3,4,3
O=[N+]([O-])c1cccc2ccc(/C=C/c3ccc(F)cc3)nc12,-5,-16,-14,-1.7,-0.5,-2.1,-1,14,1
O=C(NC1CCCCC1)c1cc(C2CC2)on1,2,4,6,-3.2,3.2,.,3,3,2
C=CC[C@H](CC(=O)N(CCO)Cc1ccccc1)C(=O)N[C@H](COC(=O)[C@@H](CC=C)CC(=O)OC(C)(C)C)Cc1c[nH]c2ccccc12,4,-5,-7,-1.9,-1.1,-1.5,2,10,2
c1cnc(NCCNc2ncccn2)nc1,-10,-11,0,-0.3,-2.7,-1.7,3,2,1
CC(=O)N1CN(S(=O)(=O)c2ccc(C)cc2)CC1C (stereo unspecified),8,0,1,0.2,0.8,-0.5,-1,0,3
Cc1ccc(Cl)cc1-c1cc(C(=O)NCC2CCCCC2)[nH]n1,3,.,0,0.8,.,-2.6,.,1,4
COc1cccc(NC(=O)CN(C)C(=O)/C=C/c2cn(-c3ccccc3)nc2-c2ccc(C)cc2)c1,0,-14,.,-1.5,1.9,.,-182,28,-2
CC(C)CCN1CCN(Cc2ccc(C#CCCO)cc2)CC1CCO (stereo unspecified),-8,6,-8,-0.6,2.7,.,1,-1,2
COc1ccccc1CNC(=O)c1cc(-c2cccnc2)nc2ccccc12,-10,4,-11,-1.2,-0.8,2.7,-2,13,3
CCN(C(=O)Cn1cnc2c1c(=O)n(C)c(=O)n2C)C1CCS(=O)(=O)C1 (stereo unspecified),-2,-8,5,-2.9,-2.2,-1.3,-5,-1,-2
Cc1ccccc1-n1c(SCC(=O)N2CCN(c3ccccc3)CC2)nnc1-c1ccncc1,5,4,-1,-3.1,0.7,0.6,-5,-10,0
O=C(O)c1ccc(NS(=O)(=O)c2cccc(C(=O)Nc3cccc(C(=O)O)c3)c2)cc1,0,3,-10,-3.4,5.0,0.3,-10,-6,0
CC(C(=O)N1CCN(C)CC1)N1C(=O)c2ccccc2C1=O (stereo unspecified),4,-4,-6,-0.8,2.5,.,0,4,0
COc1ccc(N2CCN(C(=O)c3ccc4c(c3)CCN4S(C)(=O)=O)CC2)cc1,-4,6,9,0.2,.,0.6,.,4,0
